AmpC detergent – inhibitors of E. coli AmpC beta-lactamase with detergent | P00811 | AmpC hydrolysis of nitrocefin, absorbance 480 nm, 0.01% Triton | Potency, µM (doses to about 114 µM), without a hit: at the top dose activity change, negative = inhibition, actives largely listed as inhibitors | 0.041% of 370,000 active | AID 485294;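 further: potency means the concentration at half of the fitted maximal effect; 0% = no-compound wells and -100% = no-enzyme wells; nearly all actives have a fitted effect of over 25% in size; some results filed as inactive show a strong effect at the top dose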
Target sequence (P00811 whole entry, looked up): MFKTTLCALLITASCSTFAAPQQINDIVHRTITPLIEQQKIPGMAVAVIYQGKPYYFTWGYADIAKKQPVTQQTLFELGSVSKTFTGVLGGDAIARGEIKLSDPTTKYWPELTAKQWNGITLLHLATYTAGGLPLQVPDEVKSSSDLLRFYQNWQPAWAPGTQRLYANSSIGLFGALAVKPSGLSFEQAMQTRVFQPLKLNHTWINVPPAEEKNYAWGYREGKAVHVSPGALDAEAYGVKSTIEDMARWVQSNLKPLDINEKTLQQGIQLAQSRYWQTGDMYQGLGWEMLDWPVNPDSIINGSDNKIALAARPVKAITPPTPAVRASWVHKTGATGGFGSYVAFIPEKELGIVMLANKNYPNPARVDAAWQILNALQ
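AmpC (5.3 nM in the dispensed reagent) in 20 mM phosphate pH 7.0 with 0.01% (detergent screen) or 0.0001% Triton X-100 was preincubated with compounds for 15 min at room temperature. Nitrocefin was then added from an 800 uM solution, and hydrolysis was followed at 480 nm.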
Shiga inhibitor – blocks Shiga toxin action in Vero cells. 9.2% of 290,000 active. inhibition, % at 38.7 µM. Vero cells, Shiga toxin protein synthesis inhibition reporter; in the data active means inhibition mostly above about 28%, no sharp cut-off; inactive means mostly below about 43%; further: 0% is about no effect
HCMV antiviral – human cytomegalovirus inhibition. activity change, negative = inhibition, % at 57.5 µM. HFF cells, HCMV-luciferase reporter, 72 h; stronger effect = lower value. 4.5% of 410,000 active. AID 1259415; in the data active means activity change below about -60%; inconclusive means no clear call, values can overlap the other calls; inactive means above about -39%; further: on the % scale 0 is the no-effect control and ±100 the full control effect
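Two compound doses tested in HFFs infected with HCMV-luciferase, MOI 1 PFU/cell, 72 h at 37C. Lysate luminescence read with OneGlo; data normalized against buffer-only and 10uM Salinomycin inhibitor controls.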
Cycloheximide cs – affects cycloheximide protein synthesis inhibition readout, counter-screen | max response, % | cell reporter, cycloheximide protein synthesis inhibition counterscreen | 12% of 300,000 active; in the data active means max response mostly above about 13%, no sharp cut-off; inactive means mostly below about 14%; further: read at 38.3 µM for the half of the compounds with a filed dose; 0% is about no effect
AmpC no deterg – inhibitors of E. coli AmpC beta-lactamase without detergent. AmpC nitrocefin hydrolysis, absorbance 480 nm, 0.0001% Triton. Potency, µM (doses to about 57.1 µM), inactives show top-dose activity change, negative = inhibition, hits mostly inhibitors. 0.52% of 330,000 active;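 further: potency means the concentration at half of the fitted maximal effect; plate controls were no compound for no effect and no enzyme for full effect; nearly all actives have a fitted effect of over 20% in size; some results filed as inactive show a strong effect at the top dose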
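20 mM phosphate pH 7.0 + 0.01% (detergent screen) or 0.0001% Triton X-100; 5.3 nM AmpC reagent; cpd preinc 15 min RT; nitrocefin (800 uM stock) to start; A480 q20 s × 4 min; Activity was normalised to no-enzyme and no-compound control wells.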
AMA1 RON2 block – AMA1-RON2 (P. falciparum) interaction inhibition; AlphaScreen AMA1-biotinylated RON2 peptide binding; Potency, µM (highest dose often 58.2 µM), for the others: at the top dose activity change, negative = inhibition, hits mostly inhibitors; 0.2% of 360,000 active; AID 720542;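 further: potency means the concentration at half of the fitted maximal effect; 0% = vehicle wells and -100% = peptide control; nearly all actives have a fitted effect of over 45% in size; some results filed as inactive show a strong effect at the top dose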
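AMA1 (3D7) with his tag at 25 nM final met compounds first, then biotinylated RON2 peptide at 25 nM; detection used donor plus acceptor beads, 10 µg/mL apiece, read by AlphaScreen after 30 min at room temperature.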
FBPA Giardia inh – blocks Giardia fructose-bisphosphate aldolase activity; A8B2U2; purified Giardia FBPA; Potency, µM (series often up to 59.6 µM), for the others: at the top dose activity, negative = inhibition, hits mostly inhibitors; 0.71% of 290,000 active; further: potency means the concentration at half of the fitted maximal effect; on the % scale 0 is the no-effect control and ±100 the full control effect; nearly all actives have a fitted effect of over 55% in size
Target sequence (A8B2U2 whole entry, looked up): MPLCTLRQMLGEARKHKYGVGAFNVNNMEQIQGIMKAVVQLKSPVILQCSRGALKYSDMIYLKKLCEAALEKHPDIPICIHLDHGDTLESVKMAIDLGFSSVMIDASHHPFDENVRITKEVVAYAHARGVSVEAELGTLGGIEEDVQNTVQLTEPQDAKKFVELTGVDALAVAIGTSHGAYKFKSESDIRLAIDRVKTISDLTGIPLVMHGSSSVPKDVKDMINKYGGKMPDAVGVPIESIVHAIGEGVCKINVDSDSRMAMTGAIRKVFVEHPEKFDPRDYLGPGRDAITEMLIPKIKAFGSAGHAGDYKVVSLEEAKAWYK
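Giardia FBPA (40 nM reagent) was preincubated 10 min at RT with compound (up to 57.5 uM final), then substrate plus GAPDH/TPI/NAD/arsenate coupling system with diaphorase/resazurin was added; resorufin fluorescence (525/598 nm) was read after 20 min.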
* hit, by the source's call; u = inconclusive; x = not tested or not shown; [ ] = remark or other dose. Unless noted, the call rests on the fitted dose curve; in most records, active means well fitted curve in the direction sought with a large enough effect; inconclusive means small, poorly fitted or top-dose-only effect, or another doubt; inactive means no such curve, though single readings can be large; an effect the other way counts as inactive or inconclusive.

Results follow in this order: Shiga inhibitor | FBPA Giardia inh | AmpC detergent | AmpC no deterg | HCMV antiviral | AMA1 RON2 block | Cycloheximide cs
- CCOC(=O)C(CCCCCOc1ccccc1[N+](=O)[O-])C(=O)OCC
    -5 | 4% | -2% | 15% | -7 | -2%[2.32 µM] | 7
- O=C(c1cc(-c2ccccc2)n[nH]1)N1CCc2c([nH]c3ccccc23)C1c1ccccn1 (stereo unspecified)
    25 | -5% | 1% | 14% | -2 | -30% | -3
- C/C(=N/NC(=O)c1cc(C)[nH]n1)c1ccncc1
    49* | -3% | -11% | -8% | 27 | 54%[activator] | 17*
- Cc1ccc(-c2nn(Cc3ccccc3)cc2/C=C/C(=O)O)cc1
    -14 | -2% | 0% | -12% | -7 | -22% | 18
- COCCCNC(=S)Nc1ccc(C)cc1[N+](=O)[O-]
    55* | 1% | -14% | -21% | -4 | -10% | 20*
- O=C(O)C1CCN(c2ncccn2)CC1
    -11 | 4% | -1% | -12% | 19 | -1% | -1
- CC(=O)CSc1ccc(-c2nc3ccccc3[nH]2)cn1
    x | -11% | -18% | -34% | -23 | -1% | 16*
- CCOC(=O)C1(Cc2ccccc2C(F)(F)F)CCN(C(C)CSC)CC1 (stereo unspecified)
    -11 | -1% | 6% | 49% | -21 | -3% | -2
- COc1ccc(CCNC(=O)C2CCCN(c3ncnc4c3nc3n4CCCCC3)C2)c(OC)c1 (stereo unspecified)
    -12 | 12% | -2% | 141%[activator] | -33 | 0% | 6
- CCOC(=O)C1(CCOc2ccccc2)CCN(Cc2ccc(-n3cccn3)cc2)CC1
    14 | -2% | 1% | 92%[activator] | -61* | -5% | -2
- COc1ccc(S(=O)(=O)Nc2cccc3c2O[C@H](CN(C)S(=O)(=O)c2cccs2)[C@@H](C)CN([C@H](C)CO)C3=O)cc1
    x | x | x | 208%[activator] | -17 | 55%[activator] | x
- Cc1ccccc1C(=O)c1cccn1CC(=O)NCCC1=CCCCC1
    40 | 2% | -9% | 16% | u | -10% | 25*
- O=C(NCc1ccc(F)cc1)C1CCCN1C(=O)Nc1cccc(F)c1 (stereo unspecified)
    x | 14% | -8% | -3% | -21 | 5% | 2
- O=C(CSc1ncccn1)n1c2c(c3ccccc31)CCCC2
    52* | -19% | -12% | 22% | u | -17% | 33*
- Cc1ccc2nc(-c3ccc(NC(=O)CN4CCN(C(=O)c5ccco5)CC4)cc3)sc2c1
    136* | 5% | -15% | 106% | -12 | -7% | 43*
- CCOc1ccccc1NC(=O)CSc1nc(=O)n(CCCN2CCOCC2)c2c1CCCC2
    x | x | 0% | 167%[activator] | -9 | 5% | x
- CCOc1ccccc1-n1nnnc1SCC(=O)O
    -7 | 25% | 3% | -23% | 3 | 1% | -3
- O=C(CSc1ccccc1)Nc1nnc(-c2ccco2)o1
    x | x | 0% | u | -4 | 48%[activator] | x
- O=C(CSc1ccccc1F)NCC1(N2CCCCC2)CCCCC1
    x | x | u | -9% | -10 | 0% | x
- COc1cccc(N2CCN(C(=O)/C=C/c3ccco3)CC2)c1
    60 | -25% | 7% | 37% | 56 | -11% | 41*
- O=S(=O)(c1ccccc1)N1CCN(S(=O)(=O)c2ccccc2)C1
    14 | -9% | -10% | -8% | -11 | 1% | -1
- COc1cc(C(=O)N2CCN(Cc3ccccn3)CC2)cc(OC)c1OC
    32 | u | -3% | -4% | 2 | -19% | -7
- CCC(=O)NCc1ccc2[nH]c(C)cc2c1
    2 | u | -1% | -25% | 75 | 5% | -1
- NCCOc1ccc(C23CC4CC(CC(C4)C2)C3)cc1
    -20 | -1% | u | 34% | -85* | -9% | -13
- CCn1c(SCC(=O)Nc2ccc(N3CCOCC3)cc2)nnc1-c1ccc(OC)cc1
    -13 | 1% | u | -6% | 4 | 22% | -4
- CCN(Cc1ccccc1)C(=O)c1cccc(S(=O)(=O)N2CCN(c3ccc(F)cc3)CC2)c1
    x | x | -12% | 32% | u | 6% | x
- CC1CN(Cc2cc(=O)n3ccsc3n2)CC(C)O1 (stereo unspecified)
    -14 | -5% | -13% | -7% | 55 | 6% | -3
- COc1cc(/C(C)=N/NC(=S)NC(C)C)cc(OC)c1OC
    24 | -12% | -9% | -6% | -102* | 36%[activator] | -2
- Cc1c(N2C(=O)/C(=C\c3ccccc3O)SC2=S)c(=O)n(-c2ccccc2)n1C
    27 | u | 1% | -3% | -27 | 17% | -1
- O=C(Cc1ccc(Br)cc1)NCCc1ccc(F)cc1
    12 | -4% | u | 5% | -24 | 12% | 1
- COCCn1c(C)cc(C(=O)COC(=O)C2CC(=O)N(CCc3ccc(OC)c(OC)c3)C2)c1C (stereo unspecified)
    x | x | 7% | 127%[activator] | 8 | -20% | x
- O=C(NCc1ccccc1)c1ccc(S(=O)(=O)N2CCCc3ccccc32)cc1
    -9 | -3% | -5% | -29% | -21 | -1% | -2
- O=C(Nc1nc2c(s1)CCCC2)c1cccnc1
    70* | -9% | 1% | 0% | 142 | 13% | 52*
- CN(C)c1ccc(CN(Cc2ccco2)C(=O)c2ccco2)cc1
    -9 | 0% | -7% | -3% | -25 | -18% | 7
- COC(=O)c1sc(S(=O)(=O)N2CCN(c3ccccc3F)CC2)c(C(=O)OC)c1C
    x | x | x | -18% | -1 | -8% | x
- COc1ccc(NC(=O)c2sc3ncn(CC(=O)N4CCCCC4)c(=O)c3c2C)cc1OC
    -8 | -8% | u | 73%[activator] | -11 | 30%[activator] | -2
- Cc1ccc(NC(=O)c2cnccn2)nc1
    -5 | x | 7% | -33% | x | 9% | -3
- O=C(c1ccc(Cl)cc1)c1cnc(Nc2ccccc2Cl)s1
    120* | -1% | u | -53% | 102 | -3% | 50*
- CCOC(=O)c1csc(NC(=O)COc2ccc(Cl)cc2Cl)n1
    -2 | 3% | -12% | -8% | -14 | 1% | 11
- Cc1cc(C)cc(N2C(=O)CC(Cn3nc(C)cc3C)C2=O)c1 (stereo unspecified)
    -1 | 0% | 9% | 9% | 2 | 4% | -2
- CC(=C\c1ccccc1)/C=C1/SC(=S)N(CCCC(=O)O)C1=O
    4 | -27% | -4% | -21% | -82* | 5% | -11
- Cn1c(=O)cc(Cl)[nH]c1=O
    16 | 2% | -7% | -6% | -33 | 4% | 1
- CCOc1ccc(NC(=O)C(=S)NC2CCCCC2)cc1
    37 | 2% | 1% | -37% | -7 | 33%[activator] | 22*
- COc1cc(CCC(=O)Nc2ccc(C)c(S(=O)(=O)N(C)C)c2)cc(OC)c1OC
    -5 | 6% | -3% | -17% | -4 | 8% | -3
- O=C(c1c(Cl)cccc1Cl)N1CCN(c2ncccn2)CC1
    -5 | -6% | -2% | -10% | u | -3% | -2
- CCOC(=O)C(=Cc1ccc(Br)cc1)C(=O)OCC
    -18 | -15% | -17% | -11% | -100* | 16% | -10
- CC(C)CCC[C@@H](C)[C@H]1CC[C@H]2[C@@H]3C(=O)C=C4C[C@@H](O)CC[C@]4(C)[C@H]3CC[C@]12C
    x | x | -13% | -5% | -20 | 1% | x
- Oc1ccc(/C=N/N2CCN(C3c4ccccc4-c4ccccc43)CC2)cc1
    -4 | 29% | 7% | -25% | -34 | u | -2
- CCN(CC)S(=O)(=O)c1cc(NC(=O)C(C)N2CCN(c3ccccn3)CC2)ccc1C (stereo unspecified)
    11 | 3% | -4% | 128%[activator] | -29 | -4% | 2
- COc1ccc(-c2noc(CN(C)CCC3CCCCO3)n2)cc1 (stereo unspecified)
    30 | 4% | 4% | 11% | -27 | -26% | -5

Following part.
Results follow in this order: Shiga inhibitor | FBPA Giardia inh | AmpC detergent | AmpC no deterg | HCMV antiviral | AMA1 RON2 block | Cycloheximide cs
- Cc1ccc(NC(=O)CN(C)CC(=O)N(CC(C)C)c2c(N)n(CC(C)C)c(=O)[nH]c2=O)c(C)c1
    x | x | 1% | 47% | -12 | 37%[activator] | x
- COc1ccc(N(C)S(=O)(=O)c2cccc(C(=O)NCC(c3ccco3)N3CCCC3)c2)cc1 (stereo unspecified)
    x | x | -7% | 10% | -33 | 13% | x
- Cc1onc(-c2c(F)cccc2Cl)c1C(N)=S
    -8 | -2% | u | -18% | -8 | 18% | -3
- CCOC(=O)C1(Cc2cccc(OC)c2)CCN(CCO)CC1
    -7 | -1% | 6% | 1% | 43 | -5% | -1
- COc1ccc(COC(=O)C2=C(C)NC(=O)NC2c2cccc(Br)c2)cc1 (stereo unspecified)
    -4 | -8% | -14% | -29% | -28 | -5% | -2
- COc1ccc(-c2cc(C(=O)Nc3ccc(C(N)=O)cc3)c3ccccc3n2)cc1OC
    45 | 2% | -4% | 92%[activator] | -92* | -2% | 14*
- CN(CC(=O)Nc1ccccc1Cl)C(=O)c1ccccc1SCC(=O)N1CCCC1
    x | x | 0% | 5% | 18 | -2% | x
- COc1ccc(NC(=O)C2CCCN(S(=O)(=O)c3cnc[nH]3)C2)cc1 (stereo unspecified)
    11 | 3% | u | -12% | 37 | 9% | -5
- COc1cccc(C(=O)OCC(=O)NCc2ccc3c(c2)OCO3)c1OC
    x | x | x | -19% | -11 | -14% | x
- COc1ccc(/C=N/n2c(=O)[nH]c3c([nH]c4ccc(C)cc43)c2=O)cc1CN1CCOCC1
    -8 | -6% | -2% | -4% | -8 | -11% | -2
- C[C@@]12CC[C@H]3OC(=O)C=C3C1CC[C@@]13CC(CCC12)[C@](CO)(O[C@H]1O[C@H](CO)[C@@H](O)[C@H](O)[C@H]1O)C3 (stereo partly specified)
    x | x | u | 284%[activator] | 23 | -3% | x
- COc1ccc(CC(=O)Nc2ccc(S(=O)(=O)NC(C)C)cc2)cc1
    -6 | 0% | u | -22% | -29 | -1% | -3
- COc1cc(/C=C(\C#N)c2nn(CCO)c(N)c2C#N)cc(OC)c1OC
    -4 | -6% | 7% | -9% | 24 | 1% | -3
- COc1ccc(OC)c(NC(=O)N2C[C@H]3C[C@@H](C2)c2cccc(=O)n2C3)c1
    -5 | 10% | u | -12% | 5 | -4% | 2
- Cc1cccc(OCC(=O)Nc2ccc(NC(=O)c3ccco3)cc2)c1
    -4 | 1% | 1% | -18% | -3 | -4% | 2
- CCOC(=O)CCC(=O)N1CCNC(=O)C1
    7 | 3% | 6% | 11µM* | u | -3% | 4
- Cc1ccc(S(=O)(=O)Nc2ccccc2F)cc1C(=O)NCc1ccco1
    x | x | -6% | -30% | -10 | 6% | x
- CC(=O)N1c2ccc(S(=O)(=O)N3CCC(C(=O)Nc4ccccn4)CC3)cc2CC1C (stereo unspecified)
    13 | -2% | 0% | 12% | u | 0% | -4
